# Screens from PubChem BioAssay.
# PI5P4K alpha inh: PI5P4K alpha (human) kinase inhibition; P48426; PI5P4Kalpha enzyme, ADP-Glo luminescence, 60 min; active compounds read low; AID 652105; max response, %; 1.2% of 330,000 active; active = max response of -50% or lower; inconclusive = between -30% and -50%; inactive = -30% or higher; also: value at the top dose of about 77 µM; % is scaled to controls: 0 for no effect and ±100 for the full control effect
#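 ADP-Glo luminescence end-point read after a 60 min room-temperature kinase reaction of PI5P4Kalpha plus substrate, initiated with ATP at 5 microM final. Buffer: 0.038 M HEPES pH 7.4, EGTA, 0.1% CHAPS, 5% DMSO.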
# GLP1R cytotox: cytotoxicity in counter-screen for GLP-1R inverse agonists; AID 624418; HEK293 cAMP-luciferase reporter cells, luminescence, 24 h; Potency, µM (doses to about 38.3 µM), without a hit: at the highest dose activity change, negative = inhibition, usual class: inhibitors; 0.13% of 410,000 active;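 also: loss of luciferase light is scored as toxicity; potency is read from the fitted curve at half-maximal effect; % is scaled to controls: 0 for no effect and ±100 for the full control effect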
#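 Seeding density was 200 cells/uL; after overnight-length (12 h) culture, 23 nL compounds went on for 24 h at 37 °C. Readout used a luciferase detection reagent, luminescence taken after 12 min at room temperature.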
# PTHR1 agonist: activates the human parathyroid hormone receptor PTHR1. Q03431. HEK293 GP2 PTHR1 cells, GloSensor cAMP luminescence, 1 h. Potency, µM (titrated, usually from 115 µM), without a hit: at the top dose activation, actives largely listed as activators. 0.075% of 410,000 active. AID 743266; also: potency is read from the fitted curve at half-maximal effect; nearly all actives have a fitted effect of over 55% in size; some results filed as inactive show a strong effect at the top dose; inactives centre near -15; many of its hits are not listed in these tables
# Target sequence (Q03431 whole entry, looked up): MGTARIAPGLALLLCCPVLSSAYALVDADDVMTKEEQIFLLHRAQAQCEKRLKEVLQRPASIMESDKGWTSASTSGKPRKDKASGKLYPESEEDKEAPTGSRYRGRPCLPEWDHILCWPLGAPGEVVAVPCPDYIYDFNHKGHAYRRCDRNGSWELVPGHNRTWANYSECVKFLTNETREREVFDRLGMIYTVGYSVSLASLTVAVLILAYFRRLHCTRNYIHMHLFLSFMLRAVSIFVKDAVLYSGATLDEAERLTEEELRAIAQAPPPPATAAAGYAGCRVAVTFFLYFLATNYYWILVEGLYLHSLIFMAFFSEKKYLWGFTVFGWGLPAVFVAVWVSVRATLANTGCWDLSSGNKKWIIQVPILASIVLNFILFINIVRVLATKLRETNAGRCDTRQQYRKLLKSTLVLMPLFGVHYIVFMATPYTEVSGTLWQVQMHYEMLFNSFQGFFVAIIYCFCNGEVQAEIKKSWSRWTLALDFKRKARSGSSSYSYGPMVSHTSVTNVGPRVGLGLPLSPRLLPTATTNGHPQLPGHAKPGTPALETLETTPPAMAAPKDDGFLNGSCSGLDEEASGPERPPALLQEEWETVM
#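 HEK-293-derived GP2 cells expressing PTHR1 and a GloSensor cAMP reporter, 3,000/well, plated overnight, given luciferin plus IBMX (each 0.5 mM as added) for 1 h at 37 °C, then compound for 1 h at 37 °C. Luminescence was read after 15 min at room temperature.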
# GLP-1R inv ag: acts as inverse agonist at human GLP-1 receptor | HEK293 GLP-1R CRE-luciferase, luminescence, 24 h; GLP-1R form is constitutively active | P43220 | 1.6% of 410,000 active | Potency, µM (doses to about 38.3 µM), inactives show top-dose activity change, negative = inhibition, most hits filed as inhibitors; also: potency is read from the fitted curve at half-maximal effect; % is scaled to controls: 0 for no effect and ±100 for the full control effect; nearly all actives have a fitted effect of over 55% in size
# Target sequence (P43220 whole entry, looked up): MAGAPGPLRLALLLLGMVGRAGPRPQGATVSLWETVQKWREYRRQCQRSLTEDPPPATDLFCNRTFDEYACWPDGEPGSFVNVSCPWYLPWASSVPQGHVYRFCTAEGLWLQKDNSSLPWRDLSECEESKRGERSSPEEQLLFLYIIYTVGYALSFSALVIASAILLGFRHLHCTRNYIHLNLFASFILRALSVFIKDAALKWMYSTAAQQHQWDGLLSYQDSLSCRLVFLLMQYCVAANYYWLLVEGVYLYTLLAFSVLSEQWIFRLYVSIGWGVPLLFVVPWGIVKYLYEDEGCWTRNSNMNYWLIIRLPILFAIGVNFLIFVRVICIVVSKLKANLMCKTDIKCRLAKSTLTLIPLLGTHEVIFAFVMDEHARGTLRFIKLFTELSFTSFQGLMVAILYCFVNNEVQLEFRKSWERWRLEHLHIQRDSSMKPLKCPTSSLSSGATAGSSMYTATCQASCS
#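 Inverse agonism was detected as reduced cAMP-driven luciferase luminescence after 24 h compound treatment. The cells were HEK293 clones expressing constitutively active human GLP-1R with the reporter. Reporter-only and GPR119 cell lines served as counterscreen controls.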
# GLP1R ag: activates the human GLP-1 receptor; P43220; AID 624172; Potency, µM (titrated, usually from 45.6 µM), inactives show at the top dose activation, actives largely listed as activators; 0.007% of 380,000 active; HEK293 GLP-1R CRE-luciferase, luminescence, 4-6 h; cells express a hypersensitive GLP-1R form; also: potency is read from the fitted curve at half-maximal effect; % of control where 0% means no effect
# PLK1 PBD inh: inhibitors of human PLK1 polo-box domain binding; P53350; Plk1 PBD binding of FITC phosphopeptide, fluorescence polarization; Potency, µM, for inactives: max response, negative = inhibition, most hits filed as inhibitors; 2.8% of 360,000 active; AID 720504; also: potency is read from the fitted curve at half-maximal effect; series mostly up to about 57 µM; % is scaled to controls: 0 for no effect and ±100 for the full control effect; nearly all actives have a fitted effect of over 65% in size
# IL2 activator: activates IL-2 in a cell-based reporter assay | activation, % (series mostly up to about 46 µM) | AID 652025 | 0.065% of 360,000 active | IL-2 activation reporter assay, cell-based qHTS; stimulated with anti-CD3/CD4/CD28 beads; in transgenic mouse T cells; in the data active = activation above about 50%; inconclusive = mostly about 30% to 49%; also: 0% is about no effect
#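 Unstimulated transgenic mouse T cells, 750 per well, received compound and, after 60 minutes, anti-CD3/anti-CD4 bead plus anti-CD28 stimulation. EGFP and DsRed were quantified after 18 hours.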
# EPAC1 antagonist: EPAC1 (human) antagonism; EPAC1 GEF assay, Rap1b-BODIPY-GDP exchange fluorescence; Potency, µM (top dose mostly 115 µM), inactives show top-dose activity change, negative = inhibition, usual class: inhibitors; 0.14% of 360,000 active;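 also: potency is read from the fitted curve at half-maximal effect; plate controls were vehicle for no effect and positive control for full effect; nearly all actives have a fitted effect of over 50% in size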
# EPAC1 agonist: EPAC1 (human) agonism; O95398; EPAC1 agonist qHTS, biochemical assay; response scale: 100% = response to 6.5 mM cAMP; Potency, µM (top dose mostly 154 µM), for inactives: at the top dose activation, hits mostly activators; 0.073% of 360,000 active; AID 720707; also: potency is read from the fitted curve at half-maximal effect; nearly all actives have a fitted effect of over 60% in size
#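 Multi-concentration qHTS readout: loss of Rap1B-bound BODIPY-GDP fluorescence driven by 100 nM EPAC1 with excess GDP (50 uM), monitored kinetically at room temperature; agonist response expressed relative to 6.5 mM cAMP.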
# * = called active by the depositor; i = inactive; ? = inconclusive; . = not tested or not shown; [ ] = dose if it differs, or a comment. Unless noted, calls follow the shape of the dose curve; as a rule, active = well fitted curve in the direction sought with a large enough effect; inconclusive = small, poorly fitted or top-dose-only effect, or another doubt; inactive = no such curve, though single readings can be large; an effect the other way counts as inactive or inconclusive.
SMILES,PI5P4K alpha inh,GLP1R cytotox,PTHR1 agonist,GLP-1R inv ag,GLP1R ag,PLK1 PBD inh,IL2 activator,EPAC1 antagonist,EPAC1 agonist
CC(C)C(=O)N1CCC1(C)C(=O)Nc1ccc(-n2cncn2)cc1 (stereo not given),-1.2,5.6%,i,-6.7%,14.7%,-1.6%,-1.0,-0.1%,0.3%
CCCOC(=O)C1=C(C)NC2=C(C(=O)CCC2)C1c1cccs1 (stereo not given),.,-11.7%,-16.2%[57.5 µM],-0.4%,-7.2%,-5.8%,-0.7,-8.4%,0.0%
C=CCNC(=O)c1ccsc1N,-7.7,-2.5%,-2.0%,-3.0%,.,?,-0.7,-19.2%,8.4%
CC1CCC(=O)N(CCC#N)CC1 (stereo not given),0.3,-1.1%,i,2.6%,10.1%,-12.0%,-0.1,-5.1%,-0.9%
COc1ccccc1NC(=O)c1cc([N+](=O)[O-])ccc1N1CCOCC1,-1.4,0.0%,-1.4%,-1.5%,16.4%,3.1%,-2.2,10.1%,1.3%
Cc1cccc(C)c1NC(=O)C(=O)c1cn(C)c2ccccc12,1.7,-1.2%,-5.5%,-10.3%,2.3%,1.7%,-2.9,-16.6%,-1.8%
CC(=C\c1ccco1)/C=C(\C#N)C(=O)NCCc1c[nH]c2ccccc12,?,-5.3%,i,-5.4%,-8.4%,-5.4%,0.9,-7.8%,-6.0%
COc1ccc(CN2C(=O)CN=C2Nc2cccc(C)c2C)cc1,-3.4,-20.7%,i,-20.9%,9.2%,-1.7%,-1.2,-9.5%,2.0%
COc1ccc(CNC(=O)c2ccc(CNS(=O)(=O)c3ccc(OC)cc3)cc2)cc1,.,-3.3%,i,13.5%,0.2%,.,.,.,.
C=CCNC(=S)N1CCC(C(=O)c2ccc(OC)cc2)CC1,.,-8.1%,-2.0%[57.5 µM],0.0%,-3.7%,3.8%,-0.2,-1.3%,-2.6%
COCc1[nH]nc2c1C(c1cc(OC)c(O)c(OC)c1)C(C#N)=C(N)O2 (stereo not given),-0.4,?,i,35.8%[activator],2.2%,0.5%,2.4,15.0%,-2.7%
CN(C)CCOc1ccccc1C(C)(C)C,.,8.5%,-0.8%[57.5 µM],0.0%,-4.7%,1.6%,-1.9,4.6%,6.6%

# Exported bar-delimited: 3 of the compounds above.
mol | PI5P4K alpha inh | GLP1R cytotox | PTHR1 agonist | GLP-1R inv ag | GLP1R ag | PLK1 PBD inh | IL2 activator | EPAC1 antagonist | EPAC1 agonist
COc1ccc(CN2C(=O)CN=C2Nc2cccc(C)c2C)cc1 | -3.4 | -20.7% | i | -20.9% | 9.2% | -1.7% | -1.2 | -9.5% | 2.0%
COc1ccc(CNC(=O)c2ccc(CNS(=O)(=O)c3ccc(OC)cc3)cc2)cc1 | . | -3.3% | i | 13.5% | 0.2% | . | . | . | .
C=CCNC(=S)N1CCC(C(=O)c2ccc(OC)cc2)CC1 | . | -8.1% | -2.0%[57.5 µM] | 0.0% | -3.7% | 3.8% | -0.2 | -1.3% | -2.6%

# Additional compounds follow:
SMILES,PI5P4K alpha inh,GLP1R cytotox,PTHR1 agonist,GLP-1R inv ag,GLP1R ag,PLK1 PBD inh,IL2 activator,EPAC1 antagonist,EPAC1 agonist
O=C(COc1cccc2c1CCNC2=O)Nc1cccc(F)c1,1.3,0.6%,3.9%,48.7%[activator],13.3%,-0.3%,-4.5,0.9%,3.4%
Cc1ccc(C2Nc3ccccc3NC3=C2C(=O)CC(C)(C)C3)c(O)c1 (stereo not given),-0.6,-0.6%,-5.4%,-5.0%,-0.8%,-9.8%,-0.7,-16.6%,2.1%
N#C/C(=C\c1ccccc1)C(=O)Nc1cc(S(=O)(=O)N2CCOCC2)ccc1N1CCCC1,-1.5,5.5%,-29.2%,6.0%,5.7%,-9.0%,0.0,9.8%,0.9%
COc1c(Br)cc([N+](=O)[O-])c(OC)c1C(=O)NC(=O)Nc1c(Cl)cccc1Cl,2.0,-10.8%,i,?,7.7%,-3.2%,0.0,7.8%,15.1%
Cc1ccc(Cn2cc(CN3CC(N4CCN(Cc5cccc(C)c5)CC4)CS3(=O)=O)nn2)cc1 (stereo not given),-2.0,-1.1%,i,-10.4%,-0.2%,-13.7%,-0.7,-4.9%,8.5%
O=C(O)/C=C\C(=O)Nc1ccc(N2CCN(c3ccc(Cl)cc3)CC2)cc1,-3.7,-11.1%,-11.4%,?,-0.8%,-5.3%,-1.8,-16.9%,-15.8%
CCC(Oc1ccccc1)C(=O)Nc1cc(C)on1 (stereo not given),1.2,-0.6%,-15.6%,-15.4%,-4.8%,-11.1%,-2.5,20.9%,10.4%
C[C@H](NC(=O)Nc1cccc(Br)c1)C(=O)O,-3.8,-8.7%,i,12.6%,0.5%,0.4%,-3.1,5.5%,5.9%
CC(C)[C@H](CO)NC(=O)[C@H]1O[C@@H](n2ccc(N)nc2=O)[C@H](O)[C@@H]1O,-4.1,3.5%,-18.2%,7.6%,6.4%,-7.4%,-0.6,6.7%,4.7%
CCN(N=Nc1cccc([N+](=O)[O-])c1)c1cccc([N+](=O)[O-])c1,.,2.3%,i,-8.3%,2.2%,-2.7%,-1.6,1.0%,6.2%
CC1Cc2ccccc2N1C(=O)COC(=O)c1cc(Br)ccc1O (stereo not given),0.2,6.5%,-45.1%[inhibitor],-19.5%,5.8%,-10.0%,0.6,-10.1%,13.7%
COC(=O)c1c(C)[nH]c(C(=O)/C=C/c2ccc(Cl)cc2)c1C,4.4,-13.3%,i,?,-5.2%,-1.3%,-0.6,10.9%,2.2%
CCCCn1c(N)c(N(CCOC)C(=O)CC2CCCCC2)c(=O)[nH]c1=O,9.1,2.8%,i,0.0%,4.9%,-6.1%,-2.3,6.8%,-1.3%
CC(C)(C)CC(C)(C)N1CNC(=S)NC1,-1.9,-9.1%,-23.4%,-9.0%,-0.8%,-9.1%,0.0,-4.7%,-13.9%
CC(=O)Nc1ccc(S(=O)(=O)NCCC(=O)OCc2nnc(-c3ccccc3)o2)cc1,-17.1,-5.7%,-15.6%,11.6%,-0.4%,-8.8%,-0.9,9.4%,-6.6%
O=C(CN1C(=O)NC2(CCCC2)C1=O)Nc1nc(-c2ccccc2)cs1,-1.8,-17.0%,-65.5%[inhibitor],?,3.2%,1.8%,2.0,-17.9%,1.2%
Cc1ccc(C)c(N2CCN(C(=O)CCCN3C(=S)NC(C)(C)CC3C)CC2)c1 (stereo not given),-3.5,?,i,11.2µM*,6.8%,-10.4%,-5.1,14.9%,5.9%
C=CCNC(=O)C(C)Sc1ccc(Cl)cc1 (stereo not given),4.8,71.7%[activator],i,-17.9%,2.2%,29.9µM*,1.5,-5.1%,-5.0%
Cc1ccccc1C(=O)NNC(=O)CCCCC(=O)NNC(=O)c1ccccc1C,2.2,4.6%,i,3.3%,0.8%,-6.2%,3.1,-0.1%,11.8%
O=C(NCCOc1cccc2cccnc12)c1cccs1,1.2,6.3%,i,42.3%[activator],-2.3%,5.9%,0.1,-3.9%,9.7%
CCCCC(=O)Nc1cccc(-c2nnc(-c3ccccc3)o2)c1,.,?,i,?,2.3%,-6.4%,-1.1,1.0%,13.6%
COc1ccc(NC(=O)/C(Cl)=C(/Cl)S(=O)(=O)Cc2ccccc2)cn1,0.0,?,-32.1%[inhibitor],?,-29.9%,5.32µM*,-2.4,-21.3%,6.9%
CCN(CC)CCn1nc(C)nc1-c1ccccc1O,.,9.7%,i,12.2%,11.7%,-8.9%,-1.1,-10.7%,10.9%
O=C(C1CCCCC1)N1CCC(CO)(Cc2ccccc2Cl)CC1,0.1,3.8%,i,?,-5.0%,-1.1%,0.9,-17.5%,-2.0%
O=C(Cc1ccccc1[N+](=O)[O-])OCC(=O)c1ccccc1Br,5.7,15.8%,-33.7%[inhibitor],-13.4%,-2.5%,-19.0%,1.2,-6.6%,7.9%
Cc1ccccc1-c1nc(-c2ccc(Br)o2)no1,12.1,-7.7%,-24.6%,1.1%,6.0%,-6.7%,-0.2,-14.6%,1.5%
COC(=O)C1=CN(c2cccc(Cl)c2)C=C(C(=O)OC)C1c1cccc(OC)c1,10.2,58.8%[activator],-7.0%,?,13.0%,-2.8%,-4.2,-8.6%,22.5%
CC(=O)c1c(C)[nH]c(C(=O)O)c1C,0.2,7.8%,i,3.9%,-0.9%,-9.9%,1.8,-17.0%,8.3%
CCN(CC)S(=O)(=O)c1ccc(C(=O)OCC(=O)NCc2ccco2)cc1,-14.9,-13.1%,i,1.2%,2.6%,-8.7%,-0.5,3.5%,-6.9%
COc1cc(C2NC(=O)NC(C)=C2C(C)=O)ccc1O (stereo not given),1.7,-1.8%,i,36.2%[activator],2.0%,-0.5%,-2.5,-4.2%,7.4%
C[C@@H]1CCCCO[C@@H](CN(C)C(=O)c2ccncc2)[C@@H](C)CN([C@H](C)CO)C(=O)c2cc(N(C)C)ccc2O1,-2.4,-7.8%,-16.8%,14.5%,18.7%,?,-0.8,0.3%,8.4%
COc1ccc(C(=O)NC(=O)N2CCCCC2)cc1,-4.7,-8.8%,-11.9%[57.5 µM],11.7%,-9.1%,-3.1%,-0.4,0.0%,7.2%
COC(=O)c1sc(-c2ccc(C(C)(C)C)cc2)cc1NC(=O)c1ccccc1C(=O)O,?,-23.7%,-21.0%,?,1.7%,21.2µM*,-1.0,56.2µM*,-24.9%
CCCOC1CCCN(C(=O)CCCn2nnnc2CN2CCOCC2)C1 (stereo not given),1.4,-6.2%,?,18.0%,-4.5%,-2.9%,-1.9,-5.8%,-1.7%
COc1ccc(C(=O)Cn2nnc(-c3ccccc3NC(=O)C3CC3)n2)cc1,3.9,10.2%,i,3.6%,4.2%,-7.5%,1.1,4.2%,1.1%
COc1cc(OC)cc(C(=O)Nc2ncc3c(n2)CC(C)(C)CC3=O)c1,5.7,-7.6%,i,-4.5%,8.2%,-8.9%,-0.1,-17.6%,6.3%
COc1ccccc1C(CNC(=O)c1ccc(NS(=O)(=O)c2ccc(C(C)=O)cc2)cc1)N1CCCC1 (stereo not given),-16.8,-2.6%,-20.0%,7.9%,-2.5%,-18.7%,0.8,-24.6%,-11.7%

# Some of the compounds tested; rates above refer to the full screens.
